TWEAK Fn14 block: inhibitors of TWEAK-Fn14 interaction signaling; TWEAK-stimulated Fn14 reporter cells, luciferase luminescence, 8 h; inhibition, % at 10 µM; actives 2% (n = 360,000); AID 1159606; in the data active = inhibition above about 50%
NOD2-RIPK2 inh: blocks binding of human NOD2 to RIPK2 | CHO BLA complementation NOD2-RIPK2, CCF4 ratio | inhibition, % at 4.98 µM | actives 0.38% (n = 360,000) | AID 624267; in the data active = inhibition above about 21%;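 note: 0% = vehicle only and 100% = reference blocker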
Target sequence (O43353 whole entry, looked up): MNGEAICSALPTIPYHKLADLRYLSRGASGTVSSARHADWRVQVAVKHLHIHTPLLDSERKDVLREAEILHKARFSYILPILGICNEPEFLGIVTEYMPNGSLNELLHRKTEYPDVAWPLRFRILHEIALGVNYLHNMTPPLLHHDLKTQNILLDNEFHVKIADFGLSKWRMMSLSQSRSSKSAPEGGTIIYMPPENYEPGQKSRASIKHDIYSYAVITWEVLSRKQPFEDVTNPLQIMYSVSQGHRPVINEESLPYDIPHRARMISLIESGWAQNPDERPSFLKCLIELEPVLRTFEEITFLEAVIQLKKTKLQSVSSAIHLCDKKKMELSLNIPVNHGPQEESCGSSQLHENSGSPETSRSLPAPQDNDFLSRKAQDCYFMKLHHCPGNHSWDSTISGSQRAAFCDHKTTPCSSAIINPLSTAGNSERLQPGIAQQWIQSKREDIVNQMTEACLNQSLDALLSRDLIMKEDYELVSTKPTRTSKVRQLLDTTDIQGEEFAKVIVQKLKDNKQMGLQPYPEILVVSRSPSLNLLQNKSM
NCOA3 inh: inhibitors of human steroid receptor coactivator 3 (SRC3); actives 0.17% (n = 360,000); AID 588352; Q9Y6Q9; inhibition, % at 3.6 µM; HEK293 GAL4-SRC3 luciferase reporter, luminescence;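 active = inhibition above a per-campaign cutoff, the mean of all compounds plus 3 SD, cut at about 60% in these data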;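 note: 0% = DMSO-treated cells and 100% = gossypol-treated cells at 36 µM; higher means less SRC3-driven luciferase light from the GAL4 reporter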
COUP-TFII inh: inhibitors of human COUP-TFII (NR2F2); P24468; HEK293T NGFI-A luciferase reporter, luminescence; inhibition, % at 8.6 µM; actives 0.7% (n = 370,000); AID 686940;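 active = inhibition above a per-plate cutoff, mean inhibition of test wells between control levels plus 3 SD, cut at about 38% in these data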;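 note: cells cotransfected with COUP-TFII expression vector driving the NGFI-A reporter; 0% = median of COUP-TF2 test wells and 100% = reporter-only cells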
SRC2 inh: inhibits human steroid receptor coactivator 2. Q15596. HEK293 GAL4-SRC2 luciferase reporter, luminescence. inhibition, % at 9 µM. actives 0.17% (n = 370,000);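 active = inhibition above the mean inhibition of all tested compounds plus 3 SD, set per campaign, cut at about 52% in these data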;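 note: 0% = DMSO treated cells and 100% = cells given Gossypol at 36 µM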
NR5A2 inv ag: inverse agonists of human LRH-1 (NR5A2); O00482; HEK293T StAR-luciferase reporter, LRH-1 transfected, 24 h; inhibition, % at 3.6 µM; actives 0.13% (n = 360,000);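 active = inhibition above the mean inhibition of all tested compounds plus 3 SD, cut at about 73% in these data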;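 note: 0% = DMSO wells and 100% = reporter-only cells lacking LRH-1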
TROY signal inh: TROY signaling inhibition; inhibition, % at 10 µM; Q293 LMP1-TROYcd NF-kB luciferase reporter, 4 h; AID 1347056; actives 0.98% (n = 360,000);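 active = compounds whose plate-normalised and pattern-corrected inhibition of the luciferase reporter signal at the single screening dose is 50% or more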
TRAIL sens C8: caspase-8 TRAIL sensitization; NB7+C8 cells + TRAIL, ATPlite viability luminescence; inhibition (viability loss, TRAIL sensitization), % at 10 µM; actives 1% (n = 360,000);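 active = compounds causing at least 50% loss of cell viability in the single-dose screen, relative to plate controls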
NCOA1 inh: human NCOA1 inhibition; Q15788; HEK293 GAL4-SRC1 luciferase reporter, luminescence; inhibition, % at 3.6 µM; actives 0.12% (n = 360,000); AID 588354;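 active = inhibition above the campaign mean plus 3 SD, with each screening campaign given its own cutoff, cut at about 60% in these data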;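 note: 0% = DMSO treated cells and 100% = gossypol at 36 µM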
EBV LMP1 NFkB: Epstein-Barr LMP1 NF-kappaB reporter inhibition. LMP1-induced NF-kappaB luciferase reporter cells, luminescence. inhibition, % at 12.5 µM. actives 0.69% (n = 350,000). AID 504558; in the data active = inhibition above about 41%;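 note: 0% = neutral control wells and 100% = reference inhibitor control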
TLR9-MyD88 block: TLR9-MyD88 interaction inhibition. Q9NR96+Q99836. CHO BLA complementation TLR9-MyD88, CCF4 FRET ratio. inhibition, % at 4.98 µM. actives 0.21% (n = 340,000). AID 504734;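 active = inhibition above the mean over all tested compounds plus 3 SD, cut at about 21% in these data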;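 note: 0% = DMSO only wells and 100% = clavulanate BLA inhibitor control wells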
* hit, by the source's call; / = no result given. Not all compounds are listed; the hit share may differ from the screen's.

Abbreviations: A = TWEAK Fn14 block; B = NOD2-RIPK2 inh; C = NCOA3 inh; D = COUP-TFII inh; E = SRC2 inh; F = NR5A2 inv ag; G = TROY signal inh; H = TRAIL sens C8; I = NCOA1 inh; J = EBV LMP1 NFkB; K = TLR9-MyD88 block
COC(=O)C1CCN(C(=O)Nc2ccc(OC)cc2)CC1
  A: -6; B: -4; C: -27; D: 11; E: -10; F: -6; G: -12; H: 9; I: -9; J: -6; K: -8
CCCCc1nc2sc3c(SCC(=O)NCc4ccco4)ncnc3c2c2c1CCC2
  A: 16; B: -2; C: -10; D: -1; E: -4; F: 6; G: -9; H: 20; I: -15; J: -5; K: -4
CC/C(=N\NC(=O)OC)c1ccc(OC(F)F)cc1
  A: -7; B: 0; C: 7; D: -20; E: 14; F: 3; G: 16; H: 8; I: -7; J: -6; K: -8
COc1ccc(OCCOC(=O)CNC(=O)c2ccc(C)cc2)cc1
  A: 11; B: -5; C: -5; D: 6; E: -5; F: -1; G: -10; H: -7; I: -5; J: -3; K: 1
COc1cccc(C(N)c2nc(-c3csc4ccccc34)cs2)c1 (stereo not drawn)
  A: -18; B: -3; C: -5; D: /; E: /; F: -6; G: -28; H: 10; I: -9; J: /; K: /
O=C(CC(=O)N/N=C/c1ccc(Cl)cc1Cl)NCc1ccccc1
  A: -20; B: -11; C: -5; D: 5; E: 17; F: 1; G: 2; H: -4; I: 4; J: 6; K: -1
O=C(NC1CCCCNC1=O)c1ccco1 (stereo not drawn)
  A: -5; B: 7; C: 15; D: 14; E: -9; F: 14; G: -24; H: -16; I: 3; J: 9; K: 4
COc1ccc2oc(C)c(C(=O)c3ccccc3)c2c1
  A: -22; B: -20; C: 12; D: 7; E: -15; F: -18; G: -18; H: 15; I: -8; J: -7; K: -12
CCOc1ccc(CCNC(=O)Cc2ccc(NC(=O)C3=C(C)OCCS3)cc2)cc1
  A: -17; B: 11; C: -34; D: -17; E: -26; F: 0; G: -22; H: 17; I: -36; J: -10; K: 8
CCN(C(=O)c1cc(Cl)ccc1OC)c1ccccc1C
  A: -9; B: -2; C: 14; D: 10; E: -2; F: -13; G: 4; H: 2; I: 4; J: 8; K: 4
CCCCc1ccc(NC(=S)NCc2ccccc2OC)cc1
  A: -18; B: -11; C: 24; D: 17; E: -16; F: -4; G: -7; H: 5; I: 3; J: -17; K: 8
CCOc1ccccc1NC(=O)c1cccc(N2C(=O)CCC2=O)c1
  A: -9; B: -4; C: 6; D: 4; E: 3; F: 20; G: -17; H: 12; I: -5; J: 4; K: 8
CN(C)P(=O)(Nc1cccc2ccccc12)Nc1cccc2ccccc12
  A: 76*; B: 3; C: -9; D: 6; E: 8; F: 17; G: 48; H: 3; I: -16; J: 3; K: -8
Cc1cccc(CN2CCN(c3nc4nonc4nc3NC3CC3)CC2=O)c1
  A: 29; B: -13; C: -4; D: -8; E: 29; F: 10; G: -14; H: 2; I: 13; J: 4; K: -6
CCOc1ccc(NC(=O)NNC(=O)c2cccnc2)cc1
  A: -3; B: 2; C: 0; D: -6; E: 18; F: 20; G: -11; H: 2; I: 7; J: -5; K: -12
C=CCOCCN(C)C1=NS(=O)(=O)c2cc([N+](=O)[O-])ccc21
  A: -2; B: -5; C: 4; D: -8; E: 16; F: 3; G: -10; H: -2; I: -2; J: -3; K: -11
Cc1nc2nc(SCC(N)=O)[nH]c2cc1Br
  A: 8; B: 1; C: -23; D: 1; E: -3; F: -2; G: 13; H: -16; I: 8; J: 9; K: -3
S=c1[nH]nc(COc2ccc3ccccc3c2)o1
  A: 0; B: -1; C: -12; D: -2; E: -8; F: -8; G: /; H: 2; I: -10; J: -5; K: -7
Cc1cccc(OCC(O)CN2C(C)(C)CC(O)CC2(C)C)c1C (stereo not drawn)
  A: -3; B: -1; C: 5; D: 4; E: -10; F: -4; G: 0; H: 7; I: -11; J: -4; K: -3
COc1ccc(S(=O)(=O)NC2CCc3ccccc32)cc1OC (stereo not drawn)
  A: 5; B: 3; C: -16; D: 10; E: -8; F: 1; G: 9; H: 20; I: 2; J: 4; K: 0
CCOc1ccc(C(=O)OCC(=O)NCCCc2ccccc2)cc1
  A: 5; B: 6; C: -5; D: 5; E: 9; F: 7; G: 0; H: 16; I: 0; J: -4; K: 5
O=C1CSC(c2cn(-c3ccccc3)nc2-c2cccs2)N1CC1CCCO1 (stereo not drawn)
  A: -1; B: 7; C: 5; D: 4; E: -4; F: 21; G: -1; H: -19; I: -7; J: -6; K: 1
COc1cc(C(=O)N(Cc2ccco2)Cc2cc3ccccc3[nH]c2=O)cc(OC)c1OC
  A: 21; B: 1; C: 3; D: -10; E: 0; F: 13; G: -1; H: 12; I: 5; J: 6; K: -11
COCCNC(=O)CS(=O)(=O)Cc1nc(-c2ccc(C)cc2)oc1C
  A: 18; B: -12; C: 13; D: -6; E: -3; F: 16; G: 4; H: -16; I: -8; J: 0; K: -8

Among those listed so far, eight contain an aryl methoxy group.
Abbreviations: A = TWEAK Fn14 block; B = NOD2-RIPK2 inh; C = NCOA3 inh; D = COUP-TFII inh; E = SRC2 inh; F = NR5A2 inv ag; G = TROY signal inh; H = TRAIL sens C8; I = NCOA1 inh; J = EBV LMP1 NFkB; K = TLR9-MyD88 block
COC(=O)C1CCN(C(=O)Nc2ccc(OC)cc2)CC1
  A: -6; B: -4; C: -27; D: 11; E: -10; F: -6; G: -12; H: 9; I: -9; J: -6; K: -8
COc1ccc(OCCOC(=O)CNC(=O)c2ccc(C)cc2)cc1
  A: 11; B: -5; C: -5; D: 6; E: -5; F: -1; G: -10; H: -7; I: -5; J: -3; K: 1
COc1cccc(C(N)c2nc(-c3csc4ccccc34)cs2)c1 (stereo not drawn)
  A: -18; B: -3; C: -5; D: /; E: /; F: -6; G: -28; H: 10; I: -9; J: /; K: /
COc1ccc2oc(C)c(C(=O)c3ccccc3)c2c1
  A: -22; B: -20; C: 12; D: 7; E: -15; F: -18; G: -18; H: 15; I: -8; J: -7; K: -12
CCN(C(=O)c1cc(Cl)ccc1OC)c1ccccc1C
  A: -9; B: -2; C: 14; D: 10; E: -2; F: -13; G: 4; H: 2; I: 4; J: 8; K: 4
CCCCc1ccc(NC(=S)NCc2ccccc2OC)cc1
  A: -18; B: -11; C: 24; D: 17; E: -16; F: -4; G: -7; H: 5; I: 3; J: -17; K: 8
COc1ccc(S(=O)(=O)NC2CCc3ccccc32)cc1OC (stereo not drawn)
  A: 5; B: 3; C: -16; D: 10; E: -8; F: 1; G: 9; H: 20; I: 2; J: 4; K: 0
COc1cc(C(=O)N(Cc2ccco2)Cc2cc3ccccc3[nH]c2=O)cc(OC)c1OC
  A: 21; B: 1; C: 3; D: -10; E: 0; F: 13; G: -1; H: 12; I: 5; J: 6; K: -11

High-throughput results (PubChem BioAssay)
